ATXN2 expr inh – reduces ATXN2 reporter expression in HEK-293 cells; HEK-293 ATXN2-luciferase reporter, luminescence, 24 h; Potency, µM (top dose mostly 57 µM), for inactives: at the top dose activity change, negative = inhibition, usual class: inhibitors; actives 0.72% (n = 360,000); AID 1745845; further: potency means the concentration at half of the fitted maximal effect; on the % scale 0 is the no-effect control and ±100 the full control effect; nearly all actives have a fitted effect of over 55% in size
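qHTS (up to 57 uM final) was run with 24 h compound exposure of reporter cells at 37 °C. Each well was multiplexed: SteadyGlo luminescence measured ATXN2-luciferase expression after a fluorogenic Gly-Phe-AFC viability readout (25 uM final).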
KB-V1 MDR tox – kills drug-selected multidrug resistant KB-V1 cells. Potency, µM (titrated, usually from 46.1 µM), without a hit: at the top dose activity change, negative = cytotoxicity, usual class: cytotoxic. KB-V1 MDR cells viability, CellTiter-Glo, 72 h. actives 3.4% (n = 400,000). AID 1347076; further: potency means the concentration at half of the fitted maximal effect; on the % scale 0 is the no-effect control and ±100 the full control effect; nearly all actives have a fitted effect of over 60% in size
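Drug-selected KB-V1 cells, grown in DMEM lacking phenol red with 10% FBS, receive compound titrations; after three days at 37 degrees C, surviving cell ATP is quantified by CellTiter-Glo luminescence and responses normalized and curve-fitted.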
KB-3-1 cytotox – kills parental KB-3-1 adenocarcinoma cells; actives 1.4% (n = 400,000); KB-3-1 viability, CellTiter-Glo ATP luminescence, 72 h; Potency, µM (top dose mostly 46.1 µM), for inactives: top-dose activity change, negative = cytotoxic, most hits filed as cytotoxic; further: potency means the concentration at half of the fitted maximal effect; on the % scale 0 is the no-effect control and ±100 the full control effect; nearly all actives have a fitted effect of over 60% in size
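Cytotoxicity in the drug-sensitive parental line KB-3-1 was scored as loss of CellTiter-Glo luminescence following 72 h incubation with compound. Values come from curve fitting of normalized concentration-response data.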
IL1B secr inh – inflammasome signaling inhibition, IL-1 beta readout; activity change, % at 57.5 µM; THP-1 LPS/ATP IL-1B secretion, AlphaLISA, 16 h; stronger effect = lower value; AID 743279; actives 4.7% (n = 360,000); in the data active means activity change below about -50%; inconclusive means mostly about -30% to -49%; further: on the % scale 0 is the no-effect control and ±100 the full control effect
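THP-1 cells pretreated 1 hr with compounds (up to 57.5 uM final), then stimulated with LPS (250 ng/mL final) plus ATP (1.25 mM final); secreted IL-1B measured by AlphaLISA after 16 hr, decreased signal indicating inhibition.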
SW480 rereplic – DNA re-replication induction in SW480 cells | Potency, µM (doses to about 46.1 µM), for the others: at the top dose re-replication activation, most hits filed as activators | SW480 DNA re-replication, Hoechst DNA content imaging, 48 h | actives 1.8% (n = 340,000); further: potency means the concentration at half of the fitted maximal effect; % of control where 0% means no effect; nearly all actives have a fitted effect of over 55% in size
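Quantitative HTS format with DMSO vehicle controls; 48 hr drug incubation at 37 C, then 40 min Hoechst staining and scanning imager measurement at 405 nm excitation.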
MCF10A rereplic – inducers of DNA re-replication in MCF 10A breast cells. MCF 10A DNA re-replication, Hoechst nuclear intensity, 48 h. AID 624296. Potency, µM (top dose mostly 46.1 µM), for inactives: top-dose activity, positive = re-replication, most hits filed as activators. actives 2.9% (n = 350,000); further: potency means the concentration at half of the fitted maximal effect; % of control where 0% means no effect; nearly all actives have a fitted effect of over 50% in size
HT1080NT lethal – kills 2HG-producing HT-1080-NT fibrosarcoma cells; HT-1080-NT fibrosarcoma viability, CellTiter-Glo ATP luminescence, 48 h; actives 1.6% (n = 360,000); Potency, µM (doses to about 46.1 µM), inactives show at the top dose activity, negative = less viability, most hits filed as cytotoxic;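 further: NT is the 2HG producing partner of a matched IDH1 knockdown line; potency means the concentration at half of the fitted maximal effect; 0% = DMSO-treated cells and -100% = media-only wells without cells; nearly all actives have a fitted effect of over 55% in size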
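HT-1080-NT; 750 cells/well; 5% FBS RPMI; 48 h compound, 37 degrees C; CellTiter-Glo luminescence; curve fitting and curve-class assignment.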
HT1080 IDH1KD tx – kills HT-1080 cells with IDH1 knockdown; AID 686971; HT-1080 IDH1 knockdown viability, ATP luminescence, 48 h; actives 2% (n = 360,000); Potency, µM (top dose mostly 46.1 µM), for inactives: at the top dose activity, negative = toxicity, actives largely listed as cytotoxic;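 further: potency means the concentration at half of the fitted maximal effect; 0% = DMSO wells and -100% = cell-free medium wells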
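Cytotoxicity counter-line: IDH1KD HT-1080, 48 h, CellTiter-Glo. Curves classed by r2, magnitude and activity.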
ATXN viability – viability counter-screen for ATXN expression inhibitors | S2 cells (HEK-293 line with an ATXN2-luciferase reporter) viability, CellTiter-Fluor protease fluorescence, 24 h | Potency, µM (titrated, usually from 56.7 µM), most hits filed as cytotoxic | actives 0.49% (n = 400,000) | AID 651635; further: potency means the concentration at half of the fitted maximal effect; nearly all actives have a fitted effect of over 40% in size
Starred values were filed as active, the others as inactive; i = inactive; ? = inconclusive; nt = not tested or not shown; & = joins results of further samples; [ ] = remark or other dose. Unless noted, the call rests on the fitted dose curve; in most records, active means well fitted curve in the direction sought with a large enough effect; inconclusive means small, poorly fitted or top-dose-only effect, or another doubt; inactive means no such curve, though single readings can be large; an effect the other way counts as inactive or inconclusive.

| structure | MCF10A rereplic | ATXN viability | IL1B secr inh | KB-V1 MDR tox | HT1080 IDH1KD tx | SW480 rereplic | HT1080NT lethal | ATXN2 expr inh | KB-3-1 cytotox |
| --- | --- | --- | --- | --- | --- | --- | --- | --- | --- |
| CN(C)c1ccc(CNC(=O)C2(C)Cc3c(-c4cccc(C(F)(F)F)c4)ccnc3O2)cc1 (configuration not stated) | nt | i | 24 | ? | 18µM* | nt | ? | -19% | ? |
| COc1cccc(-c2nc(CS(=O)(=O)CC(=O)NCCCc3ccccc3)c(C)o2)c1 | 3% | i | -2 | ? | -11% | -13% | -5% | -8% | -11%&-20% |
| CC(C)(C)c1ccc(-c2noc(CCC(=O)NCc3ccco3)n2)cc1 | ? | i | -57* | ? | ? | 8% | ? | nt | ? |
| Cc1cccc(NC(=S)N2CCCCCC2)c1 | ? | i | 0 | 4% | 16% | 0% | -10% | 3% | 0% |
| O=C(NC1CCCCC1)C(c1ccc(Cl)cc1)N1CCC2(CC1)OCCO2 (configuration not stated) | 1% | i | 2 | -15% | 0% | 1% | -4% | -15% | -1% |
| O=C(CSc1nc2nc3c(cc2c(=O)n1-c1ccccc1)CCCC3)Nc1ccccc1 | 2% | ? | 38 | -5% | 8% | 3% | 13% | -17% | -19% |
| COc1cccc(/C=N/NC(=O)c2ccccc2N(Cc2ccccc2)S(=O)(=O)c2ccccc2)c1OC | 10% | i | -5 | -12% | -9% | 2% | -2% | 0% | -13% |
| O=C(O)c1ccc([N+](=O)[O-])cc1 | 1% | i | 10 | 0% | 6% | 10% | 11% | 8% | 15% |
| CCc1ccccc1NC(=O)CN1C(=O)c2cccnc2Sc2ccccc21 | nt | i | nt | -7% | nt | nt | nt | 24% | 12% |
| COc1cccc(C(=O)Nc2nc(-c3nnn(-c4ccccc4C(F)(F)F)c3C)ns2)c1 | nt | i | nt | 7% | nt | nt | nt | -25% | ? |
| O=C(COC(=O)c1cncc(Br)c1)NCc1ccc(F)cc1 | -3% | i | 9 | -5% | 1% | -6% | 19% | -6%[11.3 µM] | -4% |
| COc1ccccc1-c1ccc(SCC(=O)NCCc2ccccc2)nn1 | 5% | ? | -14 | ? | 7% | -7% | -1% | -9% | ? |
| CC(C)(C)c1ccc(C(=O)N2CCN(c3ncccn3)CC2)cc1 | 17% | i | 0 | -3% | 1% | ? | -1% | 2% | -3% |
| CCOC(=O)c1cc(-c2csc(N/N=C/c3ccccc3Cl)n2)on1 | ? | i | -23 | -39% | -12% | 1% | -13% | -16% | ? |
| COc1ccc(N2CCN(C(=O)C3Cc4ccccc4CN3C(=O)c3ccccc3)CC2)cc1 (configuration not stated) | 1% | i | 0 | -24% | -9% | 0% | 1% | 42%[activator] | -1% |
| CN(C)S(=O)(=O)NCCNC(=O)c1cc(OCC(F)(F)F)ccc1OCC(F)(F)F | 6% | i | 0 | -16% | -6% | 23% | -13% | nt | 12% |

Molecules listed so far containing a halogen:
| structure | MCF10A rereplic | ATXN viability | IL1B secr inh | KB-V1 MDR tox | HT1080 IDH1KD tx | SW480 rereplic | HT1080NT lethal | ATXN2 expr inh | KB-3-1 cytotox |
| --- | --- | --- | --- | --- | --- | --- | --- | --- | --- |
| CN(C)c1ccc(CNC(=O)C2(C)Cc3c(-c4cccc(C(F)(F)F)c4)ccnc3O2)cc1 (configuration not stated) | nt | i | 24 | ? | 18µM* | nt | ? | -19% | ? |
| O=C(NC1CCCCC1)C(c1ccc(Cl)cc1)N1CCC2(CC1)OCCO2 (configuration not stated) | 1% | i | 2 | -15% | 0% | 1% | -4% | -15% | -1% |
| COc1cccc(C(=O)Nc2nc(-c3nnn(-c4ccccc4C(F)(F)F)c3C)ns2)c1 | nt | i | nt | 7% | nt | nt | nt | -25% | ? |
| O=C(COC(=O)c1cncc(Br)c1)NCc1ccc(F)cc1 | -3% | i | 9 | -5% | 1% | -6% | 19% | -6%[11.3 µM] | -4% |
| CCOC(=O)c1cc(-c2csc(N/N=C/c3ccccc3Cl)n2)on1 | ? | i | -23 | -39% | -12% | 1% | -13% | -16% | ? |
| CN(C)S(=O)(=O)NCCNC(=O)c1cc(OCC(F)(F)F)ccc1OCC(F)(F)F | 6% | i | 0 | -16% | -6% | 23% | -13% | nt | 12% |

Following part
| structure | MCF10A rereplic | ATXN viability | IL1B secr inh | KB-V1 MDR tox | HT1080 IDH1KD tx | SW480 rereplic | HT1080NT lethal | ATXN2 expr inh | KB-3-1 cytotox |
| --- | --- | --- | --- | --- | --- | --- | --- | --- | --- |
| Cc1ccc(Nc2nc(CSc3nnc(-c4ccncc4)n3C)cs2)cc1 | 2% | i | ? | ? | 7% | 11% | 0% | -11% | 3% |
| COc1ccc(C(=O)COC(=O)CCc2ccccc2)cc1 | -17% | i | 15 | 12% | 22% | 5% | 21% | -13% | 17% |
| COc1ccc(C(=O)O)cc1S(=O)(=O)N1CCN(c2ccccn2)CC1 | -16% | i | 8 | 25% | 16% | -21% | 8% | 5% | 8% |
| CC(=O)c1ccc(N2CCN(C(=O)c3cc4cc5cc(C)ccc5nc4s3)CC2)cc1 | nt | i | nt | 22% | nt | nt | nt | 7% | 3% |
| Cc1cc(=O)oc2cc(OC(=O)c3ccco3)ccc12 | -16% | nt | -5 | ? | 15% | -15% | 11% | -10% | -11% |
| CCC(C)NC(=O)C1CCCCN1S(=O)(=O)c1ccc(F)cc1 (configuration not stated) | 8% | i | 13 | ? | 10% | -1% | 0% | 3% | 9% |
| CCC(=O)Nc1nnc(CSCc2ccccc2)s1 | -3% | i | 0 | 12% | 6% | -1% | 5% | 19% | 37% |
| O=C(O)c1nn2c(c1Br)NC(c1ccccc1)CC2C(F)(F)F (configuration not stated) | -8% | i | 19 | ? | 3% | 2% | 3% | -6% | 17% |
| CCn1cc(/C=N/NC(=O)c2ccc(C#N)cc2F)c2ccccc21 | -8% | i | 0 | ? | -12% | -1% | -26% | -9% | -1% |
| CC(=O)c1cccc(NC(=O)Cn2cnc(S(=O)(=O)N3CCCC3)c2)c1 | -1% | i | 40 | 0% | 11% | -44%[inhibitor] | 16% | 14% | -2% |
| O=C(N/N=C/c1ccc(Cl)c([N+](=O)[O-])c1)c1ccc2nc[nH]c2c1 | 29% | i | -96* | 10% | 7% | 14% | 3% | -13% | 1% |
| CC(O/N=C\c1ccccc1O)C(=O)Nc1ccccc1C(=O)N1CCOCC1 (configuration not stated) | -75%[inhibitor] | i | -4 | ? | -1% | 143% | 7% | 0% | -7% |
| CC1CCCC(NC(=O)CNCc2ccccc2F)C1C (configuration not stated) | -2% | ? | 9 | ? | 7% | -5% | 22% | 12% | -3% |
| COCC(=O)Nc1ccc2c(c1)OCC(=O)N2Cc1ccc(C)cc1 | 23µM* | i | 0 | -2% | -5% | 5% | 2% | 26% | 7% |
| COc1ccc(C=C(c2ccc(OC)cc2)c2ccc(OC)cc2)cc1 | 19% | i | -7 | ? | 2% | -3% | 1% | -12% | ? |
| COC(=O)C1=C(N)Oc2cc(N(C)C)ccc2C1c1ccccc1OC (configuration not stated) | 9.2µM* | i | -19 | ? | 4.1µM* | 12µM* | ? | -23% | -30% |
| CCC1CCCCN1C(=O)CCS(=O)(=O)c1cc2c(cc1C)NC(=O)CO2 (configuration not stated) | nt | i | nt | -5% | nt | nt | nt | 10% | 11% |
| CCCc1cc(=O)[nH]c(SCC(=O)Nc2cc(S(=O)(=O)N3CCCCC3)ccc2C)n1 | -2% | i | 0 | -4% | 15µM* | -4% | 10µM* | -3% | ? |
| O=C(NC(=S)NNC(=O)c1cccs1)c1ccccc1 | 11% | i | 84 | 2% | ? | -1% | ? | -31% | ? |
| Cc1ccc(-c2noc(C3CCN(S(=O)(=O)c4ccc5c(c4)OCCO5)CC3)n2)o1 | ? | i | -20 | 22% | -3% | nt | ? | -38% | 17% |
| CCN1CCN(c2ncnc3c2cnn3-c2ccc(C)c(C)c2)CC1 | nt | i | nt | -11% | nt | nt | nt | 90%[activator] | -10% |
| Cn1cnnc1SCC(=O)OCN1C(=O)c2ccccc2C1=O | -2% | i | 11 | -5% | 7%[9.24 µM] | -3% | 16% | 6% | 5% |
| Cc1cc(=O)n2c3ccccc3n(CC(O)CN3CCCC3)c2c1C#N (configuration not stated) | ? | ? | -65* | ? | ? | 10% | ? | -19% | -4% |
| CCC(Cc1ccccc1)NS(=O)(=O)c1ccc2c(c1)NC(=O)CS2 (configuration not stated) | 14% | i | 0 | -1% | -29% | -18% | -15% | -13% | ? |
| CCCc1nnc(SCC(=O)N2C(C)CCCC2C)n1CC1CCCO1 (configuration not stated) | -2% | i | -6 | -7% | -2% | -5% | 0% | 1% | -6% |
| CCCNC(=O)C1(C)CCN(Cc2ccc(OC)c3ccccc23)C1 (configuration not stated) | nt | i | -20 | -6% | -9% | nt | -15% | 0% | -1% |
| Cc1ccc(S(=O)(=O)N(C)c2ccc(OC(=O)CN3C(=O)NC4(CCCC4)C3=O)cc2)cc1C | 3% | i | 4 | -19% | -8% | -3% | 0% | -7% | -6% |
| COc1ccccc1C(=O)Nc1ccc2nc3n(c(=O)c2c1)CCCC3 | 12% | i | -9 | 7% | 4% | 11% | -11% | 121%[activator] | -6% |
| COc1cc2c(cc1NCc1ccccn1)oc1ccccc12 | 23µM* | i | -22 | 2% | -11% | 3% | -12% | 62%[activator] | 6% |
| CCc1cccc(C)c1NC(=O)CSc1nc(C)c(C)o1 | 18% | i | -15 | -4% | -1% | 1% | 0% | -13% | -6% |
| Cc1ccccc1S(=O)(=O)NC(=O)C1(C)CCN1C(=O)C(C)(C)c1ccccc1 (configuration not stated) | nt | i | 33 | -1% | ? | nt | 8% | 12% | 0% |
| CC1C(c2ccc3c(c2)OCO3)c2cc3c(cc2OC1N1CCOCC1)OCO3 (configuration not stated) | ? | i | -8 | ? | -13% | 14% | 0% | -14% | -21% |
| Cc1cc(C)cc(NC(=S)NCc2ccc3c(c2)OCO3)c1 | 3% | i | 9 | -10% | -1% | 9% | -3% | 0% | -5% |
| CN(c1ccccc1)C(c1ccc(F)cc1)c1nnnn1C1CCCC1 (configuration not stated) | 28% | i | -24 | ? | -13% | 19% | -4% | -13% | -22% |
